CHX counter – affects cycloheximide protein synthesis inhibition readout, counter-screen. max response, %. actives 12% (n = 300,000). AID 2314. cell reporter, cycloheximide protein synthesis inhibition counterscreen; in the data active means max response mostly above about 13%, no sharp cut-off; inactive means mostly below about 14%; further: read at 38.3 µM for the half of the compounds with a filed dose; 0% is about no effect
AmpC inh detg – AmpC beta-lactamase inhibition with detergent present | P00811 | AmpC hydrolysis of nitrocefin, absorbance 480 nm, 0.01% Triton | Potency, µM (highest dose often 114 µM), for the others: at the highest dose activity change, negative = inhibition, most hits filed as inhibitors | actives 0.041% (n = 370,000);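 further: potency means the concentration at half of the fitted maximal effect; 0% = no-compound wells and -100% = no-enzyme wells; nearly all actives have a fitted effect of over 25% in size; some results filed as inactive show a strong effect at the top dose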
Target sequence (P00811 whole entry, looked up): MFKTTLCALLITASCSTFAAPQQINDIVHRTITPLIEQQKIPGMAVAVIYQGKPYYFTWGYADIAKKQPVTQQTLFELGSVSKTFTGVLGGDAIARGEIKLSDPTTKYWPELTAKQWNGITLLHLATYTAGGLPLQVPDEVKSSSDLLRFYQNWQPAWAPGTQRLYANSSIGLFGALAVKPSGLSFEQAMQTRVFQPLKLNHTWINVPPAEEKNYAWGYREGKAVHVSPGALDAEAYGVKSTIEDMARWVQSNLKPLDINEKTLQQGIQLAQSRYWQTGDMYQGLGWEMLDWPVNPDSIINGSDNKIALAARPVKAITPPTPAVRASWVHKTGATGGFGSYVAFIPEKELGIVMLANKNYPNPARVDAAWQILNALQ
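20 mM phosphate pH 7.0 + 0.01% (detergent screen) or 0.0001% Triton X-100; 5.3 nM AmpC reagent; cpd preinc 15 min RT; nitrocefin (800 uM stock) to start; A480 q20 s × 4 min; Activity was normalised to no-enzyme and no-compound control wells.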
AmpC inh no detg – AmpC beta-lactamase inhibition without detergent | Potency, µM (doses to about 57.1 µM), inactives show top-dose activity change, negative = inhibition, hits mostly inhibitors | P00811 | AID 485341 | actives 0.52% (n = 330,000) | AmpC nitrocefin hydrolysis, absorbance 480 nm, 0.0001% Triton;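 further: potency means the concentration at half of the fitted maximal effect; plate controls were no compound for no effect and no enzyme for full effect; nearly all actives have a fitted effect of over 20% in size; some results filed as inactive show a strong effect at the top dose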
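20 mM phosphate pH 7.0 + 0.01% (detergent screen) or 0.0001% Triton X-100; 5.3 nM AmpC reagent; cpd preinc 15 min RT; nitrocefin (800 uM stock) to start; A480 q20 s × 4 min; Activity was normalised to no-enzyme and no-compound control wells.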
HCMV antiviral – human cytomegalovirus inhibition | HFF cells, HCMV-luciferase reporter, 72 h; active compounds read low | activity change, negative = inhibition, % at 57.5 µM | actives 4.5% (n = 410,000); in the data active means activity change below about -60%; inconclusive means no clear call, values can overlap the other calls; inactive means above about -39%; further: on the % scale 0 is the no-effect control and ±100 the full control effect
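After 16 h attachment at 37C, HFF cells received test compound and HCMV-luciferase (1 PFU/cell); reporter luminescence read 72 h later, data normalized against buffer-only and known inhibitor Salinomycin.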
Shiga toxin inh – Shiga toxin inhibition | Vero cells, Shiga toxin protein synthesis inhibition reporter | inhibition, % at 38.7 µM | actives 9.2% (n = 290,000); in the data active means inhibition mostly above about 28%, no sharp cut-off; inactive means mostly below about 43%; further: 0% is about no effect
AMA1-RON2 inh – disrupts binding of P. falciparum AMA1 to RON2; AlphaScreen AMA1-biotinylated RON2 peptide binding; Potency, µM (top dose mostly 58.2 µM), inactives show top-dose activity change, negative = inhibition, actives largely listed as inhibitors; AID 720542; actives 0.2% (n = 360,000);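 further: potency means the concentration at half of the fitted maximal effect; 0% = vehicle wells and -100% = peptide control; nearly all actives have a fitted effect of over 45% in size; some results filed as inactive show a strong effect at the top dose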
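AMA1 (3D7) with his tag at 25 nM final met compounds first, then biotinylated RON2 peptide at 25 nM; detection used donor plus acceptor beads, 10 µg/mL apiece, read by AlphaScreen after 30 min at room temperature.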
Giardia FBPA inh – inhibitors of Giardia lamblia fructose-1,6-bisphosphate aldolase | A8B2U2 | purified Giardia FBPA | Potency, µM (doses to about 59.6 µM), inactives show at the top dose activity, negative = inhibition, usual class: inhibitors | actives 0.71% (n = 290,000); further: potency means the concentration at half of the fitted maximal effect; on the % scale 0 is the no-effect control and ±100 the full control effect; nearly all actives have a fitted effect of over 55% in size
Target sequence (A8B2U2 whole entry, looked up): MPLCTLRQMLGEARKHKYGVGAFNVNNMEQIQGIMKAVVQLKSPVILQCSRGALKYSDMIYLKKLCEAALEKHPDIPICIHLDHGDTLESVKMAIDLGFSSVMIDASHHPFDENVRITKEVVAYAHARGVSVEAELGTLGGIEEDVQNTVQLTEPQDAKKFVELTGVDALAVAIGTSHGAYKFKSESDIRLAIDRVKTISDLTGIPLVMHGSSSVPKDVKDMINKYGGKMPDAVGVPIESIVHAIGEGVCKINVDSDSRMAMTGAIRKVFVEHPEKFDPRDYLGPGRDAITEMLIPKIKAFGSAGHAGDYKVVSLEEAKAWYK
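Giardia FBPA (40 nM reagent) was preincubated 10 min at RT with compound (up to 57.5 uM final), then substrate plus GAPDH/TPI/NAD/arsenate coupling system with diaphorase/resazurin was added; resorufin fluorescence (525/598 nm) was read after 20 min.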
An asterisk follows results filed as active; ? = inconclusive; nt = no result given; & = joins results of further samples; [ ] = remark or other dose. Unless noted, the call rests on the fitted dose curve; in most records, active means well fitted curve in the direction sought with a large enough effect; inconclusive means small, poorly fitted or top-dose-only effect, or another doubt; inactive means no such curve, though single readings can be large; an effect the other way counts as inactive or inconclusive.

The first 5 records, to show the layout:
Sequence of screens – CHX counter	AmpC inh detg	AmpC inh no detg	HCMV antiviral	Shiga toxin inh	AMA1-RON2 inh	Giardia FBPA inh
1: CCn1c(SCC(=O)c2ccc(NC(C)=O)c(OC)c2)nnc1-c1ccc(NS(C)(=O)=O)cc1
  -2	-16%	-11%	-38	-6	-2%[2.32 µM]	5%
2: CCN(CC)S(=O)(=O)c1ccc(OC)c(NC(=S)Nc2ccc(C)c(C)c2)c1
  0	?	-43%	19	-10	9%	-5%
3: CCCCNC(=O)[C@@H]1CSC2c3ccc(OC)c(OC)c3C(=O)N21 (stereo not given in full)
  -3	3%	4%	?	17	0%	-3%
4: CCN1C(=O)CS/C1=N\c1nccs1
  5	-7%	-13%	29	27	4%	5%
5: N#C/C(=C\Nc1ccc(Cl)cn1)S(=O)(=O)c1ccccn1
  1	4%	-20%	0	-14	-7%	2%

Results (from the top)
Sequence of screens – CHX counter	AmpC inh detg	AmpC inh no detg	HCMV antiviral	Shiga toxin inh	AMA1-RON2 inh	Giardia FBPA inh
1: CCn1c(SCC(=O)c2ccc(NC(C)=O)c(OC)c2)nnc1-c1ccc(NS(C)(=O)=O)cc1
  -2	-16%	-11%	-38	-6	-2%[2.32 µM]	5%
2: CCN(CC)S(=O)(=O)c1ccc(OC)c(NC(=S)Nc2ccc(C)c(C)c2)c1
  0	?	-43%	19	-10	9%	-5%
3: CCCCNC(=O)[C@@H]1CSC2c3ccc(OC)c(OC)c3C(=O)N21 (stereo not given in full)
  -3	3%	4%	?	17	0%	-3%
4: CCN1C(=O)CS/C1=N\c1nccs1
  5	-7%	-13%	29	27	4%	5%
5: N#C/C(=C\Nc1ccc(Cl)cn1)S(=O)(=O)c1ccccn1
  1	4%	-20%	0	-14	-7%	2%
6: O=C1NC[C@H](Cc2ccccc2)N(CC2CCCCC2)C1=O
  -5	3%	0%	-5	-7	-7%	0%
7: Cc1ccccc1NC(=O)c1nn(-c2ccc(F)c(F)c2)ccc1=O
  -3	?	-7%[2.29 µM]	4	-4	13%	2%
8: O=C(CCN1CCOCC1)NCC(=O)Nc1ccc(Br)cc1C(=O)c1ccccc1
  -1	2%	31%	-14	-17	-7%	7%
9: O=S(=O)(CCn1cccc1)CCn1cccc1
  1	?	4%	16	-3	22%	1%
10: Cn1c(CN2CCN(CC#N)CC2)c(C#N)c2ccccc21
  -4	-1%	20%	-10	-7	4%	-6%
11: Cc1ccc(S(=O)(=O)/N=C2/NC(=O)/C(=C\c3ccco3)S2)cc1
  1	0%	-22%	-25	-19	6%	18%
12: CCOc1cc(/C=N/N=C2/NC(=O)C(CC(=O)O)S2)ccc1OCc1ccccc1Cl (stereo not given)
  -4	-2%	-40%	-18	2	20%	29%
13: O=C(Cn1nnc2ccccc21)OCC(=O)c1ccc(Cl)cc1
  2	-2%	-23%	-38	3	nt	-1%
14: CCCC(=O)Nc1ccccc1NC(=O)C1CCCCC1
  -5	-21%	-11%	-3	-6	-4%	0%
15: Cc1ccc(NC(=O)N2CCCCCC2)cc1C
  44*	2%	-5%	67	69*	-7%	nt
16: COc1cc(/C=N/n2cnnc2)ccc1OC(=O)N(C)C
  -2	9%	14%	-33	-6	-5%	-2%
17: CC(=O)Nc1cccc(NC(=O)c2cccc(OCc3ccccc3)c2)c1
  17	3%	-21%	?	17	-11%	6%
18: Cc1ccc2c(c1)c1nnc(SCC(=O)N3CCCc4ccccc43)nc1n2CC(=O)O
  32*	-5%	-33%	9	76*	0%	-4%
19: CCOC(=O)CCc1c(C)c(C#N)c2nc3ccccc3n2c1-n1ccnc1
  8	-15%	-6%	1	-2	0%	13%
20: CCN(CC)CCCNC(=O)c1ccc2c(=O)n(Cc3ccc4c(c3)OCO4)c(=S)[nH]c2c1
  6	6%	10%	69	-16	25%	7%
21: O=C(CS(=O)(=O)c1ccc2ccccc2c1)Nc1ccccc1Cl
  -8	8%	-20%	33	-7	-6%	-1%
22: O=c1cc(CN2CCc3ccccc32)nc2sccn12
  0	-13%	-9%	43	-5	3%	-30%
23: O=C1N2CN(C(c3ccccc3)c3ccccc3)CN=C2SC1(CO)CO
  -2	-8%	-21%	38	-6	-12%	0%
24: Cc1ccc(S(=O)(=O)Oc2ccc(/C=N/N=C3/NC(=O)C(CC(=O)O)S3)cc2)cc1 (stereo not given)
  -1	2%	-19%	-14	32	52%[activator]	19%
25: Cc1cc(Nc2ccccc2)nc(N)n1
  7	-12%	-8%	55	14	-10%	4%
26: COc1cccc(NC(=O)CCNC(=O)C2CCN(S(=O)(=O)c3ccc(F)cc3)CC2)c1
  -2	-3%	9%	3	-7	7%	nt
27: Cc1cccc(NC(=S)NC(=O)c2cc(-c3ccccc3)nc3ccccc23)c1
  -2	-5%	-34%	-2	-13	75%[activator]	0%
28: COc1ccc(CCN(Cc2cccs2)S(=O)(=O)c2ccc(-n3cnnn3)cc2)cc1OC
  2	?	62%[activator]	?	-9	0%	0%
29: CSc1ccccc1NC(=O)COC(=O)Cn1cc(C(F)(F)F)ccc1=O
  nt	-8%	2%	0	nt	1%	nt
30: O=C(CCNC(=O)N1C[C@H]2C[C@@H](C1)c1cccc(=O)n1C2)Nc1ccc(F)cc1
  -4	-4%	-11%	6	-6	7%	0%
31: COC(=O)N/N=C/c1cn(CCOc2ccc(OC)cc2)c2ccccc12
  1	0%	-2%	106	21	-17%	0%
32: Cc1ccc(NC(=O)CCc2nc3ccccc3[nH]2)cc1C
  -2	5%	-26%	-22	-2	13%	0%
33: Cc1cc(N2CCOCC2)n2nc(C(F)(F)F)c(-c3ccccc3)c2n1
  -2	5%	-10%	-17	-6	5%	?
34: Cc1ccc(-n2ccc(=O)c(C(=O)Nc3ccc(S(=O)(=O)Nc4nccs4)cc3)n2)cc1
  -4	?	-40%	12	-13	-3%	-11%
35: C(#Cc1ccc(C#CCN2CCCC2)cc1)CN1CCCC1
  9	5%	-8%	8	21	-15%	-3%
36: FC(F)(F)c1nnc2c(Sc3ccccc3)nc3ccc(Cl)cc3n12
  -4	-2%	-20%	-103*	-8	-6%	3%
37: CC(NC(=O)c1cccc(S(=O)(=O)N(C)C)c1)C1CC2CCC1C2 (stereo not given)
  -1	-1%	23%	21	-9	7%	9%
38: Cc1ccc(Cl)cc1-n1c(O)c(C=NCCCN2CCOCC2)c(=O)[nH]c1=O
  -5	?	-25%	5	-9	30%	-3%
39: COCCn1nnnc1C(c1ccc2ncccc2c1)N1CCc2ccccc21 (stereo not given)
  1	?	43%	65	-18	6%	-5%
40: CCNC(=S)NNC(=O)c1cc(-c2cccnc2)nc2ccccc12
  12	1%	-41%	9	4	76%[activator]	9%
41: O=[N+]([O-])c1ccc(N/N=C/c2sc(N3CCOCC3)nc2-c2ccccc2)c(S(=O)(=O)Nc2ccc(Cl)cc2)c1
  -3	8%	?	-88*	-5	24%	-6%
42: Cc1cccc(C)c1NC(=O)NC1(C(=O)NCCN2CCOCC2)CCCCC1
  1	3%	-20%	-27	30	5%	2%
43: COCCn1c(=O)[nH]c2cc(C(=O)NCCN3CCN(c4ccc(OC)cc4)CC3)ccc2c1=O
  -3	-10%	-1%	-21	8	-13%	0%
44: COc1ccc(N2C(=O)/C(=C\c3ccco3)N=C2SCC(=O)NC(C)C)cc1Cl
  2	-3%	-28%	-19	7	6%	-12%
45: CCCNS(=O)(=O)c1ccc(CCC(=O)N2CCCCC2)cc1
  -3	?	-14%	2	-4	2%	7%
46: CC(Sc1nn(-c2ccc(F)cc2)c(=S)s1)C(=O)c1c(N)n(C)c(=O)n(C)c1=O (stereo not given)
  nt	0%	-23%	-33	nt	-9%	nt
47: O=C(O)C1CC=CCC1C(=O)NCCCCc1ccccc1 (stereo not given)
  -2	-7%	0%[2.29 µM]	46	-10	-9%	6%
48: COc1cc(O)c(C(CC(=O)N2CCOCC2)c2cc(OC)c(OC)c(OC)c2)c(OC)c1 (stereo not given)
  -6&-3	2%	13%	-1	-4&-8	-3%	-21%&-21%
49: COc1ccc(-n2ccc(=O)c(C(=O)Nc3ccc(S(=O)(=O)Nc4nccs4)cc3)n2)cc1
  -2	50µM*	-30%	22	-6	3%	?
50: CCC(=O)O/N=C(\N)c1ccc(Oc2cc(C)c(Cl)c(C)c2)c([N+](=O)[O-])c1
  1	-6%	-9%	57	-1	-3%	0%

Rewritten screen by screen: five of the compounds above
(26) COc1cccc(NC(=O)CCNC(=O)C2CCN(S(=O)(=O)c3ccc(F)cc3)CC2)c1
(27) Cc1cccc(NC(=S)NC(=O)c2cc(-c3ccccc3)nc3ccccc23)c1
(28) COc1ccc(CCN(Cc2cccs2)S(=O)(=O)c2ccc(-n3cnnn3)cc2)cc1OC
(29) CSc1ccccc1NC(=O)COC(=O)Cn1cc(C(F)(F)F)ccc1=O
(30) O=C(CCNC(=O)N1C[C@H]2C[C@@H](C1)c1cccc(=O)n1C2)Nc1ccc(F)cc1

Compound	26	27	28	29	30
CHX counter	-2	-2	2	nt	-4
AmpC inh detg	-3%	-5%	?	-8%	-4%
AmpC inh no detg	9%	-34%	62%[activator]	2%	-11%
HCMV antiviral	3	-2	?	0	6
Shiga toxin inh	-7	-13	-9	nt	-6
AMA1-RON2 inh	7%	75%[activator]	0%	1%	7%
Giardia FBPA inh	nt	0%	0%	nt	0%

Other records:
Sequence of screens – CHX counter	AmpC inh detg	AmpC inh no detg	HCMV antiviral	Shiga toxin inh	AMA1-RON2 inh	Giardia FBPA inh
51: CCc1ccc(N2CC(C(=O)OCC(=O)Nc3ccccc3C)CC2=O)cc1 (stereo not given)
  nt	6%	49%	-17	nt	-4%	nt
52: O=C(CNC(=O)c1cccc(F)c1)N/N=C/c1cc(Br)ccc1OC(=O)/C=C/c1ccco1
  -2	-6%	16µM*	-101*	14	49%[activator]	-20%
53: CN1CCN(c2ccc(NC(=O)COc3ccc(Cl)cc3Cl)cc2)CC1
  13	-8%	7%	-24	-6	-12%	-4%
54: CCN(CC(=O)Nc1cccc(OC)c1)C(=O)c1ccc(C)s1
  -2	1%	0%	10	-4	-2%	2%
55: CCOC(=O)C(C)(C)N(Cc1ccc(C)cc1)S(=O)(=O)c1ccc(Cl)c([N+](=O)[O-])c1
  0	-14%	-28%	-35	-5	-21%	0%
56: Cc1nn(C)c(C)c1/C=C/C(=O)c1ccccc1
  27*	-8%	0%	-31	36*	-6%	-6%
57: COc1ccc(NC(=O)COc2ccccc2)cc1NC(=O)c1ccco1
  0	-19%	40%	13	-3	12%	6%
58: O=C(Nc1ccccc1NC(=O)c1ccccc1F)c1ccccc1F
  1	-17%	-18%	-25	-6	-9%	-3%
59: CC(C)N(C(=O)COC(=O)c1cccc(S(=O)(=O)N2CC3(C)CC2CC(C)(C)C3)c1)C(C)C (stereo not given)
  nt	0%	112%[activator]	-5	nt	-4%	nt

Bioassay records from PubChem.
